Bioassay records deposited in PubChem by National Center for Advancing Translational Sciences (NCATS).
PKM2 act = activators of human pyruvate kinase M2; purified PKM2, Kinase-Glo ATP luminescence, activation; response scale: 0% is enzyme alone, no compound; P14618; 260,000 tested, 0.34% active; Potency, µM (highest dose often 57.5 µM), without a hit: at the highest dose activation, usual class: activators; further: potency means the concentration at half of the fitted maximal effect; nearly all actives have a fitted effect of over 55% in size
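Purified hPK-M2 (>95%) run at intermediate activity with 0.1 mM ADP and 0.5 mM PEP in 50 mM imidazole pH 7.2, KCl, MgCl2; 1 h room temperature. ATP formed read by Kinase-Glo luminescence; normalized to uninhibited and no-enzyme controls.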
B2AR arrestin = recruits beta-arrestin to the human beta2-adrenergic receptor; P07550; beta-arrestin recruitment to beta2AR, cell-based reporter; Potency, µM (top dose mostly 46.1 µM), for the others: at the highest dose activation, most hits filed as activators; 330,000 tested, 0.02% active;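 further: potency means the concentration at half of the fitted maximal effect; 0% = DMSO controls and full agonism = EC100 isoproterenol or metaproterenol; nearly all actives have a fitted effect of over 65% in size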
uPA surface inh = inhibitors of cell surface uPA generation | cell surface uPA generation assay, qHTS | Potency, µM (top dose mostly 38.3 µM), inactives show at the top dose activity change, negative = inhibition, usual class: inhibitors | 330,000 tested, 0.31% active; active means well fitted inhibition curve with a large enough effect; inconclusive means small, poorly fitted or top-dose-only effect; inactive means no such curve, though single readings can be large or run the other way; tested in mouse RAW 264.7 cells; further: potency means the concentration at half of the fitted maximal effect; nearly all actives have a fitted effect of over 55% in size
FBPA coupling cs = counter-screen for Giardia aldolase inhibitors: coupling enzyme system; AID 2472; coupling enzyme system counterscreen, AmpLite Red fluorescence; activity change, negative = inhibition, % at 58.2 µM, hits read low; 290,000 tested, 0.67% active; in the data active means activity change below about -30%
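Final compound at 57.5 uM, incubated 10 min at RT with coupling enzyme reagent (glyceraldehyde-3-phosphate), then 20 min with substrate and AmpLite Red detection. Fluorescence read at 525/598 nm; tests interference with the coupling assay, not aldolase inhibition.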
USP2a inh = USP2a (human) protease inhibition; O75604; USP2 core, Ub-CHOP2 coupled fluorogenic reporter, 485/531; Potency, µM (top dose mostly 38.3 µM), for the others: at the highest dose activity change, negative = inhibition, usual class: inhibitors; 330,000 tested, 0.01% active; AID 463254;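 further: potency means the concentration at half of the fitted maximal effect; plate controls were DMSO wells for no effect and full inhibition by NEM control for full effect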
Target sequence (O75604 whole entry, looked up): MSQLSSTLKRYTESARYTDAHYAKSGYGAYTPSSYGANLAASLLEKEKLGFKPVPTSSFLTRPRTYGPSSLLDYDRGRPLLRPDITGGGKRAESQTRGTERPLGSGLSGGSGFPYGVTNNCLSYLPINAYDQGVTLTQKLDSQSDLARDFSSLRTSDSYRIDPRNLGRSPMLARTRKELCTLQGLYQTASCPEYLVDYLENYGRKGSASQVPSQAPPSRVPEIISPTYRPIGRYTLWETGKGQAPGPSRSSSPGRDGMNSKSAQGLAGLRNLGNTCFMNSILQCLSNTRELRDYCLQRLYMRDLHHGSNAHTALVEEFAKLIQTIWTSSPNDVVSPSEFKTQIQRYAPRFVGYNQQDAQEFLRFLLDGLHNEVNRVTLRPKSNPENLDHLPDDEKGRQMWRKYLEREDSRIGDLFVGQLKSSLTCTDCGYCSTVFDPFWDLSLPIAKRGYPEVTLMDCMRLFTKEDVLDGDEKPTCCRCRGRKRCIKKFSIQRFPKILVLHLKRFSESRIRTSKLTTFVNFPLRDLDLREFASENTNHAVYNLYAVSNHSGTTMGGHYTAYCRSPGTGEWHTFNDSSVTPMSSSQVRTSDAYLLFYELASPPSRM
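USP2 core (10nM final) preincubated 30min RT with compound in 20mM Tris-HCl pH 8.0, 2mM CaCl2, 2mM beta-mercaptoethanol, 0.05% CHAPS; 25nM Ub-CHOP2 plus 25nM reporter substrate added, fluorescence (Ex485/Em531) read after 60min.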
Eya2 inh = inhibitors of human Eya2 phosphatase activity. O00167. recombinant Eya2, OMFP fluorescence dephosphorylation (OMFP is methylfluorescein phosphate). Potency, µM (highest dose often 76.9 µM), for inactives: at the highest dose activity, negative = inhibition, most hits filed as inhibitors. 330,000 tested, 0.006% active; further: potency means the concentration at half of the fitted maximal effect
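Eya2 (0.2 uM) preincubated 10 min at ambient with compound, then OMFP substrate added at 50 uM; 10 min reaction in 50 mM HEPES pH 7.5, 50 mM NaCl, 5 uM MgCl2, 0.05% BSA, 1 mM DTT. Fluorescence read at Ex 485/Em 525 nm.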
Giardia killer = Giardia lamblia killing; Giardia lamblia trophozoite viability; 340,000 tested, 0.15% active; activity change, % at 7.66 µM, hits read low; in the data active means activity change below about -80%; inconclusive means between about -30% and that limit;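 further: parasites exposed to compound for two days anaerobically before the ATP read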
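Giardia lamblia trophozoites (100 cells/well) were incubated with compounds for 48 h at 37 deg C under anaerobic conditions. Viability was read as ATP content by one-step luminescence after 15-30 min at room temperature.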
Chronic BCR inh = chronic active BCR signaling inhibition | AID 493014 | ABC-DLBCL IkBa-CBG/CBR reporter, luminescence ratio, 4 h | Potency, µM (doses to about 46.1 µM), inactives show top-dose ratio change, negative = lower green/red ratio, most hits filed as inhibitors | 340,000 tested, 0.05% active; active means well fitted inhibition curve with a large enough effect in the signal ratio, with a control signal flat, not every such curve was filed as active; inconclusive means small, poorly fitted or top-dose-only effect, or effect the other way, or a change in a side signal; the % refers to the signal ratio;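 further: potency means the concentration at half of the fitted maximal effect; plate controls were basal doxycycline-induced cells for no effect and cells given 10 µM MG132 for full effect; MG132 reads +100%, hits lower the ratio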
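TMD8 human ABC-DLBCL cells with doxycycline-inducible IκBα–green luciferase fusion and unfused red luciferase, in 0.5% FBS medium; compounds up to 46 uM, 4 h at 37C. Green/red luminescence ratio, filter-overlap corrected, fitted to concentration-response curves.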
KCNH2 3.1 block = inhibitors of human KCNH2 3.1 potassium channel isoform; 340,000 tested, 0.95% active; U2OS KCNH2 3.1, thallium flux FluxOr; hits give low values; activity change, % (tested at about 1.8 µM);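 active means maximum activity change below -70%; inconclusive means maximum activity change from -70% to -50%; inactive means maximum activity change above -50%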;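 further: thallium influx rate constant from kinetic fluorescence after stimulation buffer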
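FluxOr-based Tl+ influx in U2OS cells transduced with KCNH2 3.1 virus; rate constants normalized to DMSO controls.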
GALK inh = inhibitors of human galactokinase; P51570; Purified GALK, Kinase-Glo residual ATP luminescence; Potency, µM (doses to about 57.5 µM), for the others: at the top dose activity change, negative = inhibition, hits mostly inhibitors; 270,000 tested, 0.007% active; AID 1868; further: potency means the concentration at half of the fitted maximal effect
Target sequence (P51570 whole entry, looked up): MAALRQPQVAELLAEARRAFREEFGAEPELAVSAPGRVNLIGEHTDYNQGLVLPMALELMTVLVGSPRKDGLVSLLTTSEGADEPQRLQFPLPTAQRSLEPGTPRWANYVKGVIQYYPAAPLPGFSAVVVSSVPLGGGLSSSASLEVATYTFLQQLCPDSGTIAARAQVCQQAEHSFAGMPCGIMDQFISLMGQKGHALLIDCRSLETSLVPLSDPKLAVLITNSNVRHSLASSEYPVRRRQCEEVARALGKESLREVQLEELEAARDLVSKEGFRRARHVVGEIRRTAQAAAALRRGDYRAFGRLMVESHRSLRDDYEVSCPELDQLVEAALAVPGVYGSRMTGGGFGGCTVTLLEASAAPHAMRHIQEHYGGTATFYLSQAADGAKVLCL
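Quantitative HTS: GALK 5 nM, ATP 35 uM, galactose 100 uM, 1 h room temperature, then luciferase-based ATP detection.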
KCNH2 WT inh = blocks the wildtype human KCNH2 potassium channel; U2OS, BacMam KCNH2, thallium flux FluxOr; hits give low values; 340,000 tested, 0.37% active; activity change, % at 1.84 µM;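 active means maximum activity change below -70%; inconclusive means maximum activity change between -70% and -50%; inactive means maximum activity change above -50%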
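U2OS cells were transduced with wild-type KCNH2 virus (2.03 x 10^8 / mL) for 4 h at room temperature, then cultured overnight at 37 C. Thallium flux was read with FluxOr dye. Rate constants were normalized to DMSO controls.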
* hit, by the source's call; ? = inconclusive; · = no result given. Unless noted, the call rests on the fitted dose curve; in most records, active means well fitted curve in the direction sought with a large enough effect; inconclusive means small, poorly fitted or top-dose-only effect, or another doubt; inactive means no such curve, though single readings can be large; an effect the other way counts as inactive or inconclusive. Unless noted, on the % scale 0 is the no-effect control and ±100 the full control effect.

Each structure is followed by: USP2a inh | B2AR arrestin | uPA surface inh | GALK inh | FBPA coupling cs | KCNH2 3.1 block | Chronic BCR inh | Giardia killer | Eya2 inh | KCNH2 WT inh | PKM2 act
1) O=C(NCc1cccnc1)C1c2ccccc2C(=O)N1Cc1ccco1 (configuration not stated)
 : 2.8% | -0.2% | · | -0.4% | 1.0 | -4.4 | 1.6% | -16.1 | 8.5% | -14.5 | -1.0%
2) CCN(CC)C(=O)Nc1c(C)n(C)n(-c2ccccc2)c1=O
 : -0.2% | 0.4% | 4.0% | -0.6% | -0.5 | 14.7 | ? | -8.0 | 0.3% | 2.4 | -0.6%
3) O=c1cc(N2CCc3ccccc3C2)[nH]c(=O)n1-c1ccccc1Cl
 : 0.7% | -0.4% | -19.4% | -0.1% | -3.4 | -0.1 | ? | -3.5 | 2.0% | -4.2 | 2.2%
4) Cc1nc(N2CCN(c3ccccn3)CC2)c2c(C)c(C(=O)Nc3ccc(Br)cc3C)sc2n1
 : 2.1% | 0.3% | -0.6% | -2.5% | -0.7 | -98.9* | 5.7% | 19.9 | -8.7% | -42.2 | -6.1%
5) CCN(Cc1cnn(C)c1)C(=O)c1ccc2nc(Cc3cccc(Cl)c3)oc2c1
 : 3.4% | 0.4% | -4.0% | -10.6% | 0.7 | -2.3 | ? | 19.8 | -2.4% | -2.3 | ·
6) Cc1c(C(=O)O)[nH]c2c1C(=O)CC(c1ccccc1)C2 (configuration not stated)
 : 0.6% | 0.3% | 0.4% | -0.1% | 16.0 | -6.1 | 7.0% | -4.3 | 20.8% | 8.3 | -6.5%
7) C=CCOn1c(=O)c(=O)n(OCc2ccccc2)c2ccccc21
 : 2.1% | -0.9% | 4.2% | 3.6% | 2.9 | -8.5 | -7.3% | -21.6 | -4.3% | -4.0 | 18.0%
8) CCO[C@@H]1OC(C(=O)O)=C[C@H](c2coc3ccccc3c2=O)[C@H]1CCCO
 : -0.9% | 0.0% | 6.0% | 1.8% | 1.3 | · | 3.6% | -24.1 | -12.4% | · | -3.4%
9) CCN1C(=O)[C@H]2[C@@H](c3ccc(SC4CCCCC4)cc3)N[C@@](CC(C)C)(C(=O)OC)[C@H]2C1=O
 : 1.0% | 0.0% | 0.7% | · | · | -24.4 | 4.2% | -17.6 | 18.0% | -15.2 | ·
10) COc1ccc(-n2nc(C(=O)NCC(=O)N3CCC(C)CC3)c3ccccc3c2=O)cc1Cl
 : -11.3% | 5.4% | -3.7% | 0.9% | -6.1 | -0.5 | ? | 24.6 | 8.3% | -0.3 | ·
11) NC(=O)NC(CC(=O)Nc1cccnc1)c1cccc(Br)c1 (configuration not stated)
 : 1.3% | -0.5% | -0.3% | 1.3% | 3.7 | 7.2 | 2.4% | 6.6 | 19.9% | 1.7 | ·
12) O=C(C1CCN(S(=O)(=O)c2cnc[nH]2)CC1)N1CCN(c2ncccn2)CC1
 : -1.9% | 0.1% | 5.0% | -4.5% | 0.2 | 15.6 | 4.9% | -2.6 | 15.2% | 0.7 | -3.1%
13) O=C(NCCNc1ccc([N+](=O)[O-])cc1C(F)(F)F)c1ccccc1F
 : -0.3% | -1.1% | -4.8% | 0.2% | 2.1 | 0.1 | 1.3% | -4.2 | 7.8% | -8.0 | -1.8%
14) CC(=O)c1cccc(NC(=O)CC2S/C(=N/N=C3CCCCCC3)NC2=O)c1 (configuration not stated)
 : -1.1% | -0.5% | -5.9% | 0.0% | 1.7 | -0.4 | 2.3% | 4.3 | 3.0% | -5.8 | 2.8%
15) O=C(Nc1ccc(C(=O)N2CCN(c3ccccn3)CC2)cc1)c1ccc(Br)o1
 : -0.1% | -1.4% | 4.8% | · | · | 11.7 | 1.2% | 2.4 | 19.8% | -10.6 | ·
16) CC1CCCCC1NC(=O)COC(=O)c1ccc2c(=O)n3c(nc2c1)CCC3 (configuration not stated)
 : -7.1% | -1.6% | 6.8% | · | · | -3.5 | -1.2% | -20.2 | 1.4% | -10.4 | ·
17) COc1cc(NC(=O)c2cc(S(=O)(=O)N3CCCCC3)ccc2N2CCOCC2)cc(OC)c1
 : -1.6% | 0.6% | -16.2% | · | · | 26.0 | -7.0% | 5.6 | 1.2% | -3.3 | ·
18) O=C(Nc1ccc(NC(=O)C2CC2)cn1)c1ccccc1
 : 2.5% | 0.1% | -9.9% | 19.0% | 0.7 | 17.7 | ? | ? | -7.7% | -2.0 | -25.4%
19) COCCN1C=C(C(=O)OC)C(c2ccc(OC)c(OC)c2)C(C(=O)OC)=C1
 : -1.2% | 0.0% | 3.9% | 2.0% | 1.2 | -5.3 | -12.8% | 3.8 | -19.0% | -1.6 | -12.5%
20) COCCCNC(=O)CSc1nc2c(sc(=S)n2-c2cc(Cl)ccc2OC)c(=O)[nH]1
 : 2.1% | 0.0% | 0.6% | -4.1% | 3.1 | -2.2 | -0.6% | -2.1 | 13.1% | -6.1 | ·
21) Cc1ccc(COC(=O)CCc2nc3ccccc3c(=O)[nH]2)cc1
 : 1.4% | -0.5% | -5.2% | 0.0% | -4.7 | -21.5 | ? | -3.8 | -6.8% | -26.6 | -7.6%
22) COc1ccc(CCNC(=O)CN(CCc2ccccc2)S(C)(=O)=O)cc1
 : 1.7% | -0.1% | 0.2% | -3.1% | 0.6 | 3.3 | -19.3% | 7.4 | -9.5% | -2.0 | 2.5%
23) CNS(=O)(=O)c1ccc2c3c(cccc13)C(=O)N2C
 : 2.7% | 0.7% | -9.4% | 4.2% | 1.1 | -6.0 | ? | 13.0 | 3.9% | 3.0 | 25.1%
24) CCc1ccc(NC(=O)CN(C(=O)N2CCN(CC)CC2)S(=O)(=O)c2ccc(C)cc2)cc1
 : -0.1% | 0.1% | -3.4% | · | · | 0.7 | 2.2% | -9.2 | 5.4% | -9.7 | ·
25) O=c1c(/C=N/O)coc2ccc3ccccc3c12
 : -4.0% | 0.0% | -0.7% | 0.2% | -3.4 | -2.2 | ? | 23.9 | 15.9% | 3.1 | -3.6%
26) CCn1c(N2CCN(CC(=O)Nc3cccc(C)c3C)CC2)nc2ccccc21
 : 0.6% | -0.1% | 0.0% | 3.0% | 1.1 | -9.5 | 0.4% | -13.0 | 0.0% | 0.5 | -0.8%
27) CCN1CCN(S(=O)(=O)c2ccc3c4c(cccc24)C(=O)N3CC)CC1
 : 6.8% | 0.4% | -14.8% | · | · | 49.5 | ? | -6.9 | -30.4% | 7.1 | ·
28) COCCNc1c2c(nc3c(-c4ccccc4)c(C)nn13)CCC2
 : -1.1% | -0.2% | -3.7% | -0.6% | -1.9 | 7.5 | 20.1% | -8.8 | ? | -3.6 | -0.8%
29) Cc1cc2c(cc1S(=O)(=O)N1CC(C)CC(C)C1)OCC(=O)N2 (configuration not stated)
 : 0.5% | -1.0% | 12.3% | · | 1.1 | 13.9 | ? | 12.6 | 9.2% | -2.4 | 1.1%
30) Cc1ccc(OCC(=O)N/N=C\c2cccn2C)c([N+](=O)[O-])c1
 : 1.4% | -0.6% | -0.6% | -1.4% | 0.3 | 6.5 | 11.2% | ? | -3.2% | -2.2 | 5.6%
31) COc1cc([N+](=O)[O-])ccc1NC(=O)CCCOc1cccc(C)c1
 : 0.7% | -0.9% | 6.5% | 0.8% | 0.3 | -4.5 | -0.6% | -22.5 | -34.7% | 1.6 | -1.8%
32) Cc1ccccc1N1CCN(C2CCCN(C(=O)CCc3c(C)noc3C)C2)CC1 (configuration not stated)
 : -0.4% | -0.4% | -20.7% | 4.1% | 0.6 | -3.0 | ? | -28.8 | -9.6% | 36.7 | -1.7%
33) COc1ccc(N2C(=O)CCC(C(=O)Nc3cccc(C)n3)C2c2ccc(OC)c(OC)c2)cc1 (configuration not stated)
 : 0.0% | 0.2% | -1.7% | 0.0% | 1.9 | 9.3 | 3.2% | -1.7 | -13.8% | 1.1 | -3.3%
34) CC1=C(C(=O)OC(C)C)C(c2ccc(O)cc2)NC(=O)N1 (configuration not stated)
 : 0.4% | -0.2% | 0.2% | -4.0% | 2.8 | 2.9 | 1.7% | 16.1 | -6.4% | 1.2 | 0.5%
35) Cc1ccc2oc(=O)c3cnn(CC(=O)NCCCOC(C)C)c3c2c1
 : ? | -1.6% | 0.8% | 1.5% | 0.1 | -6.5 | 10.0% | 0.9 | 0.6% | 9.6 | -14.7%
36) CC(C(=O)N=Nc1c(O)[nH]c2ccccc12)n1cnc2ccccc2c1=O (configuration not stated)
 : 2.8% | -0.2% | 0.5% | 0.3% | 5.5 | 31.1 | -4.7% | -0.6 | 7.5% | 5.1 | 1.2%
37) COc1ccc(-c2noc(CCC(=O)Nc3ccc(C)c(C)c3)n2)cc1
 : -7.4% | -0.1% | -11.1% | -0.7% | -2.1 | -1.5 | 15.5% | 4.3 | -0.1% | -10.8 | 6.4%

Rows were taken by chance, and some 2.4% of all compounds hit somewhere here.
